# Screens (PubChem)
# FLuc act counter = firefly luciferase counter-screen for stimulation assays; P08659; ATPlite luciferase biochemical, luminescence, 10 min; 0 = ATP-free wells, 1 = DMSO control; activation factor at 10 µM; 200,000 tested, under 10 active; AID 1027;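 active means luciferase activation factor, scaled between plate controls, of at least 2 with compound at 10 µM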
# Target sequence (P08659 whole entry, looked up): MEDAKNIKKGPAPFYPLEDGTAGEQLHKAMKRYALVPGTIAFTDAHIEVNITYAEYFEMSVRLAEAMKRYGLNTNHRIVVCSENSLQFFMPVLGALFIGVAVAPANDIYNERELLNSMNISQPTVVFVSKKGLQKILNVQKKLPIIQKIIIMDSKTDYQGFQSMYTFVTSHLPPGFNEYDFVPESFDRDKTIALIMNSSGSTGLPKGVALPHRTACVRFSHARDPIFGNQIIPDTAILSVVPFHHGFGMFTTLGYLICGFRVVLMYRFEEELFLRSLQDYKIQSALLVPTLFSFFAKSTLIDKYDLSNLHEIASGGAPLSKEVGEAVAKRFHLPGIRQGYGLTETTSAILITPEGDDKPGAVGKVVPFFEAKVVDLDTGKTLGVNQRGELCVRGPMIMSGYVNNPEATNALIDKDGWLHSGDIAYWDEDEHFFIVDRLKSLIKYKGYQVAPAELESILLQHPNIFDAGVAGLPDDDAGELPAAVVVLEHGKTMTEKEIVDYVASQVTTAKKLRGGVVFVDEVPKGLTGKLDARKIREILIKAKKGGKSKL
#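 Assay system: Luciferase/luciferin detection reagent, cell-free biochemical luciferase assay / Read-out: luciferase activation / Benchmarks: No-ATP low control, compound-free enzyme-plus-ATP high control / Medium: PBS buffer for ATP / Detection: luminescence measurement of luciferase light output / Schedule: 10 min at ambient temperature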
# FLuc inh counter = Photinus pyralis luciferase inhibition counter-screen; P08659; ATPLite firefly luciferase biochemical luminescence, 10 min; inhibition, % at 10 µM; 1.5% of 200,000 active; AID 1006;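 active means inhibition above about 50% when tested at 10 µM, limit read from the data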
# HMGR II inh = E. faecalis class II HMG-CoA reductase inhibition; purified E. faecalis HMGR, NADPH absorbance 340 nm kinetic; inhibition, % at 10 µM; 0.41% of 190,000 active;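 active means inhibition above a set limit, the median over all tested compounds plus 3 SD, cut at about 9.5% in these data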;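 further: enzyme runs in reverse so mevalonate oxidation gives rising NADPH absorbance; 0% = complete reaction with DMSO and 100% = background rate lacking mevalonate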
# DTT redox prof = compounds producing H2O2 with reducing agent – biochemical, NIH compound library profiling, artefact control for MLSCN library redox annotation, primary screen; activation, % at 10 µM; DTT-dependent redox cycling H2O2, phenol red/HRP absorbance; 100% = 100 µM peroxide control, 0% = buffer; 0.03% of 200,000 active;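 active means activation of at least 50% relative to the plate's high and low controls in the primary single-dose screen; inactive means activation below 50%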;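 further: compound incubated with DTT at 0.8 mM final as the reducing agent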
# APP transl inh = APP translation inhibition; AID 1285; SH-SY5Y APP 5'UTR-luciferase reporter, luminescence; inhibition, % at 2 µM; 0.82% of 190,000 active;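 active means inhibition above a set limit, derived from the sample mean plus 3 SD, cut at about 45% in these data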; further: values of inactives mirror those of a sister screen read the other way
# Hsp70 act = switches on Hsp70 transcription; HeLa Hsp70 promoter luciferase reporter, luminescence; scaled: vehicle 0, proteasome-inhibitor control 100%; activation, % at 10 µM; 0.04% of 200,000 active; AID 1203;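 active means activation above the mean across all tested compounds plus 3 SD, cutoff set per campaign, cut at about 5.5% in these data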;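 further: 100% = MG132 at 30 µM as the positive control and 0% = DMSO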
# G6PDH counter = counter-screen for G6PDH assay hits: L. mesenteroides G6PDH inhibition; Purified L. mesenteroides G6PDH, diaphorase/resazurin coupled fluorescence, 45 min; inhibition, % at 5 µM; 0.12% of 200,000 active; AID 1020; in the data active means inhibition above about 50%
# APP 5'UTR act = APP 5'UTR luciferase reporter activation; SH-SY5Y APP 5'UTR luciferase reporter, luminescence; zero percent = DMSO vehicle wells; activation, % at 2 µM; 1% of 190,000 active; AID 1276;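 active means activation above a set limit, based on mean plus 3 SD of controls, cut at about 140% in these data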; further: values of inactives mirror those of a sister screen read the other way
# NF-kB expr up = compounds increasing NF-kB expression in human neuronal cells; 1.6% of 190,000 active; fold change at 12.5 µM; NF-kB reporter expression; hits give high values; in the data active means fold change above about 3.3
# STAT1 act = increases IFN-gamma driven STAT1 reporter signal; NIH 3T3 STAT1-luciferase reporter, luminescence; 100% = IFN-gamma alone, no compound; 2.6% of 200,000 active; activation (% of control), % at 5.5 µM;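 active means activation above the screen-wide mean activation plus 3 SD, cut at about 130% in these data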;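 further: raw ratio to IFN-gamma control signal so 100% means no change and 0% no light; values of inactives mirror those of a sister screen read the other way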
# Numbers without * were called inactive; . = not tested or not shown.
# Second line of a record: FLuc act counter, FLuc inh counter, HMGR II inh, DTT redox prof, APP transl inh, Hsp70 act, G6PDH counter, APP 5'UTR act, NF-kB expr up, STAT1 act
- COc1ccccc1N=C1SC(C(=O)Nc2ccc(F)cc2)CC(=O)N1C (centres undefined)
→ 1.1, -7, -1, 0.3, 2, -0.1, 8, -2, 1.1, 108
- COc1ccc(-c2ccc(-c3nnn(CC(C)=O)n3)cc2)cc1
→ 0.8, 17, -5, 3.9, -87, -0.2, -2, 87, 2.2, 133*
- CCCNC(=O)NC(=O)CSc1ccc(C)cc1C
→ 1, -3, 2, -0.1, 15, 0.1, 4, -15, 1, 101
- CCOC(=O)CSc1nncc2ccc(OC)c(OC)c12
→ 1.1, -6, -11, -0.1, -3, -0.2, 3, 3, 1, 105
- O=C(Nc1cc(F)cc(F)c1)c1ccc(NCCc2ccccc2)c([N+](=O)[O-])c1
→ 1, 0, 0, 0.6, -11, -0.4, 3, 11, 1, 105
- N#CCn1c2ccccc2c2nc3ccccc3nc21
→ 0.9, 10, -7, -0.5, -31, -0.2, 19, 31, 1.6, 125
- CC(C)COC(=O)C(C)Nc1n[nH]c(=S)[nH]c1=O (centres undefined)
→ 1.1, -7, -1, -0.5, 12, 0.4, 3, -12, 1.2, 98
- CCC(C)Sc1nc2ccccc2c(=O)[nH]1 (centres undefined)
→ 1, -3, -2, 0.4, 10, -0.3, 3, -10, 1.1, 101
- CC(C)C(=O)OCc1cn(-c2ccc(Cl)c(Cl)c2)nn1
→ 1, 2, 0, -0.2, 8, 0.4, 6, -8, 1, 98
- COc1ccccc1C(=O)N1c2ccccc2Sc2ccccc21
→ 1, -4, 1, 0.1, -15, -0.3, 1, 15, 1.1, 104
- Nc1cc(Cl)ccc1N1CCCCC1
→ 1, 0, -1, 0.3, -10, -0.3, 11, 10, 1.1, 104
- O=C(CC(NC(=O)c1ccccc1)c1ccccc1)Nc1cccc2ccccc12 (centres undefined)
→ 1, -3, -2, 0.6, 0, -0.5, -7, 0, 0.97, 99
- CNc1cc(CSc2ccc(Cl)cc2)nc(C)n1
→ 1, 1, -1, 0.0, -87, 0.2, 2, 87, 2.4, 135*
- COc1ccc(NC(=O)CSc2nnnn2Cc2ccccc2)cc1
→ 1, -2, -14, 2.9, 16, -0.1, 20, -16, 1, 105
- CCc1ccc(N2CC(C(=O)NCc3ccco3)CC2=O)cc1 (centres undefined)
→ 1.1, -6, -8, 0.7, -30, 1.4, -4, 30, 1.3, 107
- CCc1cccc2c(=O)c(C(=O)N3CCOCC3)c[nH]c12
→ 1.1, -6, -2, 0.6, 10, 0.0, -4, -10, 1.1, 103
- S=C(N/N=C/c1ccccc1)N1CCOCC1
→ 0.9, 10, -4, -0.3, -14, -0.2, 6, 14, 1.2, 112
- COc1ccccc1OC(C)c1nnc(SCC(=O)Nc2c(C)n(C)n(-c3ccccc3)c2=O)n1-c1ccccc1 (centres undefined)
→ 1, -2, -6, -7.2, -14, -0.2, 9, 14, 1.3, 102
- COc1cccc(C2C3=C(CC(C)(C)CC3=O)Nc3n[nH]c(C)c32)c1 (centres undefined)
→ 1, -2, 3, -1.7, 1, -0.4, 9, -1, 1.1, 96
- FC(F)Oc1ccc(/C=N/NC(=S)Nc2cc(C(F)(F)F)ccc2Cl)cc1
→ 1, -1, 1, -0.1, 11, -0.5, 2, -11, 1.4, 102
- Cc1cc(C)cc(-n2c(=O)c3sccc3n(CC(=O)NCc3ccco3)c2=O)c1
→ 1, 2, -6, 1.9, -7, -0.3, 20, 7, 0.84, 92
- CCCCNS(=O)(=O)c1ccc(NC(=O)C2c3ccccc3Oc3ccccc32)cc1
→ 1, -2, 4, 0.6, 4, -0.1, -9, -4, 0.91, 102
- O=C(Nc1cccc(Cl)c1)c1cnn2cccnc12
→ 0.8, 21, -9, 1.0, -87, 0.0, -14, 87, 3.7*, 157*
- COc1ccccc1N1CCN(C(=O)C2c3ccccc3Oc3ccccc32)CC1
→ 1, 0, -4, -0.2, 87*, -0.4, 7, -87, 1.2, 109
- Cc1nnsc1C(=O)N/N=C/c1ccccc1
→ 1, 2, -2, -0.3, 5, -0.3, 15, -5, 1.4, 100
- CCOC(=O)CSc1nc2c(sc3ccc([N+](=O)[O-])cc32)c(=O)n1Cc1ccco1
→ 1.1, -6, -9, 0.1, -12, -0.4, -9, 11, 1.2, 104
- CCOc1ccc2nc(N/C(N)=N/C(=S)Nc3cccc(C)c3)nc(C)c2c1
→ 1.1, -9, -3, -0.3, 3, -0.2, 1, -3, 0.61, 103
- COc1ccc(NC(=O)CNc2cc(S(=O)(=O)N3CCOCC3)ccc2NCC2CCCO2)cc1 (centres undefined)
→ 1, -3, 0, 0.0, 19, -0.2, 17, -19, 1.4, 99
- CN1C(c2ccc(F)cc2)=CS/C1=C(\C#N)c1nnc2n1-c1ccccc1SC2
→ 1.1, -9, -5, 2.3, 2, -0.2, 10, -2, 0.92, 87
- O=S(=O)(Nc1ccc2nc(-c3ccc(Br)o3)[nH]c2c1)c1ccccc1
→ 0.9, 6, 0, 3.0, ., 0.6, 5, ., 2.3, 123

# Shown with bars between the fields: entries from further up.
SMILES | FLuc act counter | FLuc inh counter | HMGR II inh | DTT redox prof | APP transl inh | Hsp70 act | G6PDH counter | APP 5'UTR act | NF-kB expr up | STAT1 act
Cc1nnsc1C(=O)N/N=C/c1ccccc1 | 1 | 2 | -2 | -0.3 | 5 | -0.3 | 15 | -5 | 1.4 | 100
CCOC(=O)CSc1nc2c(sc3ccc([N+](=O)[O-])cc32)c(=O)n1Cc1ccco1 | 1.1 | -6 | -9 | 0.1 | -12 | -0.4 | -9 | 11 | 1.2 | 104

# Entries shown so far that contain a furan ring, fused or not (4):
# Second line of a record: FLuc act counter, FLuc inh counter, HMGR II inh, DTT redox prof, APP transl inh, Hsp70 act, G6PDH counter, APP 5'UTR act, NF-kB expr up, STAT1 act
- CCc1ccc(N2CC(C(=O)NCc3ccco3)CC2=O)cc1 (centres undefined)
→ 1.1, -6, -8, 0.7, -30, 1.4, -4, 30, 1.3, 107
- Cc1cc(C)cc(-n2c(=O)c3sccc3n(CC(=O)NCc3ccco3)c2=O)c1
→ 1, 2, -6, 1.9, -7, -0.3, 20, 7, 0.84, 92
- CCOC(=O)CSc1nc2c(sc3ccc([N+](=O)[O-])cc32)c(=O)n1Cc1ccco1
→ 1.1, -6, -9, 0.1, -12, -0.4, -9, 11, 1.2, 104
- O=S(=O)(Nc1ccc2nc(-c3ccc(Br)o3)[nH]c2c1)c1ccccc1
→ 0.9, 6, 0, 3.0, ., 0.6, 5, ., 2.3, 123

# Next entries follow:
# Second line of a record: FLuc act counter, FLuc inh counter, HMGR II inh, DTT redox prof, APP transl inh, Hsp70 act, G6PDH counter, APP 5'UTR act, NF-kB expr up, STAT1 act
- COc1ccc(Nc2nc(Cl)c(C=O)s2)cc1
→ 1, 1, -2, -0.2, 12, -0.1, -11, -12, 1.9, 103
- Cc1nc2cc(-c3ccc(Cl)cc3)nn2c(NCCN(C)C)c1C
→ 1, 4, -1, 0.2, -76, 0.1, 20, 76, 1.8, 108
- CC1(C)CC(=O)C=C(Nc2ccc3c(c2)OCCO3)C1
→ 0.9, 8, -7, 0.0, 0, -0.1, 0, -1, 0.7, 103
- O=C(Nc1ccc(Cc2ccncc2)cc1)C1CC1
→ 1, -5, -7, 2.2, 1, -0.3, -6, -1, 1.1, 98
- O=C(COc1ccccc1)OC(C(=O)c1ccccc1)c1ccccc1 (centres undefined)
→ 1, -1, -2, 0.5, 11, -0.3, -2, -11, 1, 104
- S=c1[nH]nc(Cc2noc3ccccc23)n1-c1ccccc1
→ 1, 2, -5, 6.4, -5, -0.3, 3, 5, 1.1, 104
- CC(C)c1[nH]nc2c1C(c1ccc(OC(=O)c3ccco3)cc1)C(C#N)=C(N)O2 (centres undefined)
→ 1.1, -6, -2, -0.2, 0, -0.2, -19, 0, 0.96, 105
- O=C(c1cccc(NS(=O)(=O)c2ccc(F)c(F)c2)c1)N1CCN(C(c2ccccc2)c2ccccc2)CC1
→ 1, 1, -2, 0.4, -4, -0.4, -12, 4, 1.1, 99
- Cc1ccc(C2(C)NC(=O)N(CC(=O)Nc3ccc4c(c3)OCO4)C2=O)cc1 (centres undefined)
→ 1, -3, 3, -0.4, 6, -0.2, 4, -6, 0.81, 87
- COc1ccc(CN2CCN(C)CC2)cc1OCc1ccccc1
→ 1.1, -5, 0, 1.6, 3, -0.6, 0, -3, 1, 97
- CC1CCCCC1NC(=O)Cn1ncc2ccccc21 (centres undefined)
→ 1, -3, -6, 0.0, 5, -0.2, -10, -5, 1.1, 100
- CCOC(=O)N1CCN(S(=O)(=O)c2cc(Cl)c(OC)cc2Cl)CC1
→ 1, 2, -4, 2.0, -13, -0.5, 1, 13, 0.96, 110

# A few values from the results shown.
# Entry for S=c1[nH]nc(Cc2noc3ccccc23)n1-c1ccccc1 in FLuc act counter: 1
# Entry for O=C(Nc1ccc(Cc2ccncc2)cc1)C1CC1 in APP 5'UTR act: -1
# Entry for CC1(C)CC(=O)C=C(Nc2ccc3c(c2)OCCO3)C1 in STAT1 act: 103
# Entry for CC(C)c1[nH]nc2c1C(c1ccc(OC(=O)c3ccco3)cc1)C(C#N)=C(N)O2 (centres undefined) in APP transl inh: 0
# Entry for O=C(COc1ccccc1)OC(C(=O)c1ccccc1)c1ccccc1 (centres undefined) in G6PDH counter: -2
